OX1R antag: antagonists of human orexin 1 receptor (OX1R); OX1R-expressing cells, FRET antagonist read-out; inhibition, % at 6.6 µM; hit rate 1.8% among 330,000; AID 485270, 2010; Orexin/Hypocretin receptor type 1 (Homo sapiens), O43613; in the data active = inhibition mostly above about 38%, no sharp cut-off; inactive = mostly below about 40%;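 note: 0% = agonist challenge alone and 100% = reference antagonist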
Target sequence (O43613 whole entry, looked up): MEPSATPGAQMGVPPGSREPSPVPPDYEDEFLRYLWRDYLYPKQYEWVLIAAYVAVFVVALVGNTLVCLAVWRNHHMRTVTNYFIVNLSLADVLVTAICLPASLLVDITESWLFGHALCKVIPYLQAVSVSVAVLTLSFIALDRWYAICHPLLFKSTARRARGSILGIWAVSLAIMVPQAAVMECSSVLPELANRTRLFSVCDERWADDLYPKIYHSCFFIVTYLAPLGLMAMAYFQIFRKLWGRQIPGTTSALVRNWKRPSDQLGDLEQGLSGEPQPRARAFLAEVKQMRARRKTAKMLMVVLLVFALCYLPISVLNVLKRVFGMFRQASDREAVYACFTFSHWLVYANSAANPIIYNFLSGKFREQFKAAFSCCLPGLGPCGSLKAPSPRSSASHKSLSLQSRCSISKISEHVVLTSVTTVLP
STK33 kinase inh: inhibitors of purified STK33 kinase, primary screen, biochemical, ADP-Glo luminescence, homogeneous, cell-free | Serine/threonine-protein kinase 33 (Homo sapiens), Q9BYT3 | AID 2661, 2010 | hit rate 0.073% among 320,000 | inhibition, % at 10 µM | MBP phosphorylation;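 active = inhibition at or above 25%, using the most active replicate where run in duplicate; inactive = inhibition below 25%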
Target sequence (Q9BYT3 whole entry, looked up): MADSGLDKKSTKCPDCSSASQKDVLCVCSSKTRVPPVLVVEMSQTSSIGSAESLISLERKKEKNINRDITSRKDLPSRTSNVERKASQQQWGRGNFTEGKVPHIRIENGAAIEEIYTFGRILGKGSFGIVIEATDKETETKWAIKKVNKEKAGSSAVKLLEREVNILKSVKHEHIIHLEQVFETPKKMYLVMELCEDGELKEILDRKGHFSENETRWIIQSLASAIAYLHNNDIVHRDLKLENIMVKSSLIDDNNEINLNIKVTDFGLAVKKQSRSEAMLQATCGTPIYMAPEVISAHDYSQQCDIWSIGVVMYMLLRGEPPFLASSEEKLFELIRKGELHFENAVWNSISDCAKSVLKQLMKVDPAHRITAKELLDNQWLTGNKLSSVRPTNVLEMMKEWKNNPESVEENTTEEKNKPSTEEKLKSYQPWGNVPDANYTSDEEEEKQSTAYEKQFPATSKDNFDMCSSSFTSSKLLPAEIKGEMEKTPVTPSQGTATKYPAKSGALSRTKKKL
* hit, by the source's call; . = no result given.

Below each compound – OX1R antag	STK33 kinase inh
1. CCOC(=O)c1[nH]ncc1CN1CCCC(C(=O)c2ccc(OC)c(OC)c2)C1 (stereo not drawn)
    11	0.2
2. CC(Oc1cc(-c2ccccc2)cc2ccccc12)C(=O)N1CCOCC1 (stereo not drawn)
    16	1.3
3. O=C(CSc1nnc(Cc2ccccc2)o1)NC1CCCCC1
    9	-0.3
4. Cc1nn(-c2cccc(C(F)(F)F)c2)c(=O)c2ccccc12
    8	-1.0
5. O=[N+]([O-])c1ccc(C(O)C(CO)NC(=S)Nc2ccccc2)cc1 (stereo not drawn)
    6	-1.5
6. Cc1ccc(-c2cc(C(=O)OCC(=O)N(C)C3CCS(=O)(=O)C3)c3ccccc3n2)c(C)c1 (stereo not drawn)
    22	-0.1
7. CC(C)(C)c1ccc(S(=O)(=O)O/N=C2/CCCCC2c2ccc([N+](=O)[O-])cc2[N+](=O)[O-])cc1 (stereo not drawn)
    115*	1.2
8. CCc1ccc(C2C(=O)c3ccccc3C2=O)cc1
    1	-1.6
9. CCC(C)NC(=O)CS(=O)(=O)Cc1nc(-c2cccc(OC)c2)oc1C (stereo not drawn)
    2	0.1
10. Cn1c(=NC(=O)CS(=O)(=O)c2ccccc2)sc2cc([N+](=O)[O-])ccc21
    28	-1.1
11. CC(=O)Nc1ccc(Nc2ncc([N+](=O)[O-])c(Nc3ccc(NC(C)=O)cc3)n2)cc1
    9	-1.1
12. COc1ccc(C2C(C(=O)NCc3ccccn3)c3cc(OC)c(OC)cc3C(=O)N2C)cc1 (stereo not drawn)
    3	2.9
13. CC(=O)N1CCN(c2cccc(C)c2C)CC1
    9	1.3
14. CC(C)C[C@H](NC(=O)c1nc[nH]c1C(=O)NCCNC(=O)OC(C)(C)C)C(=O)CNCCNC(=O)c1[nH]cnc1C(=O)N[C@@H](C)C(=O)OC(C)(C)C
    8	0.2
15. CCOc1ncccc1C(=O)Nc1cccc(-c2nc3cccnc3s2)c1
    68*	-1.1
16. Cc1cc(C(=O)NNC(=S)Nc2ccccc2C)cs1
    24	-0.3
17. Cc1ccc(/C=N/n2c(-c3ccco3)n[nH]c2=S)cc1
    23	-0.2
18. CCN(CC)S(=O)(=O)c1cccc(C(=O)Nc2nncs2)c1
    13	-1.5
19. CC(C)CN1C=C2C(=O)C(C)(OC(=O)CCc3ccccc3)C(=O)C=C2C=C1c1ccc(C#N)cc1 (stereo not drawn)
    42	-0.9
20. O=C1N(CCCN2C(=O)C3(OCCO3)c3ccccc32)c2ccccc2C12OCCO2
    16	1.4
21. CC(=O)c1ccc(N2CCN(C(=O)Cc3ccccc3)CC2)c(F)c1
    6	-1.1
22. COc1cc(CN(C)CC(=O)c2[nH]c(C)c(C(C)=O)c2C)ccc1OC(F)F
    25	-0.6
23. Cc1ccc2c(CC(=O)NCC(C)(C)N3CCOCC3)coc2c1
    6	0.3
24. CCN(CCn1cccn1)Cc1nc(-c2ccc(OC)cc2)no1
    43	-1.0
25. CC(=O)C1=C(C)Nc2ncnn2C1c1ccccc1OCc1ccccc1 (stereo not drawn)
    17	-0.3
26. COc1ccc(C(=O)Nc2ccnn2C2CCN(Cc3ccc4nonc4c3)CC2)cc1
    27	-0.9
27. Cc1ccc(C(=O)NCC(=O)N2CCN(S(=O)(=O)c3cccs3)CC2)s1
    14	-1.8
28. Cc1nnc(SCC(=O)NCCc2ccccc2)s1
    6	-0.2
29. COc1ccccc1N1CCN(C(=O)C2CCN(S(=O)(=O)c3ccc(C)cc3)CC2)CC1
    13	0.4
30. COc1cccc(NC(=O)CN2CCN(c3nc(-c4cccc(OC)c4)cs3)CC2)c1
    24	-0.4

13 compounds already listed, ordered by molecular weight, falling:
Below each compound – OX1R antag	STK33 kinase inh
14. CC(C)C[C@H](NC(=O)c1nc[nH]c1C(=O)NCCNC(=O)OC(C)(C)C)C(=O)CNCCNC(=O)c1[nH]cnc1C(=O)N[C@@H](C)C(=O)OC(C)(C)C
    8	0.2
19. CC(C)CN1C=C2C(=O)C(C)(OC(=O)CCc3ccccc3)C(=O)C=C2C=C1c1ccc(C#N)cc1 (stereo not drawn)
    42	-0.9
7. CC(C)(C)c1ccc(S(=O)(=O)O/N=C2/CCCCC2c2ccc([N+](=O)[O-])cc2[N+](=O)[O-])cc1 (stereo not drawn)
    115*	1.2
29. COc1ccccc1N1CCN(C(=O)C2CCN(S(=O)(=O)c3ccc(C)cc3)CC2)CC1
    13	0.4
20. O=C1N(CCCN2C(=O)C3(OCCO3)c3ccccc32)c2ccccc2C12OCCO2
    16	1.4
1. CCOC(=O)c1[nH]ncc1CN1CCCC(C(=O)c2ccc(OC)c(OC)c2)C1 (stereo not drawn)
    11	0.2
22. COc1cc(CN(C)CC(=O)c2[nH]c(C)c(C(C)=O)c2C)ccc1OC(F)F
    25	-0.6
10. Cn1c(=NC(=O)CS(=O)(=O)c2ccccc2)sc2cc([N+](=O)[O-])ccc21
    28	-1.1
15. CCOc1ncccc1C(=O)Nc1cccc(-c2nc3cccnc3s2)c1
    68*	-1.1
25. CC(=O)C1=C(C)Nc2ncnn2C1c1ccccc1OCc1ccccc1 (stereo not drawn)
    17	-0.3
18. CCN(CC)S(=O)(=O)c1cccc(C(=O)Nc2nncs2)c1
    13	-1.5
24. CCN(CCn1cccn1)Cc1nc(-c2ccc(OC)cc2)no1
    43	-1.0
8. CCc1ccc(C2C(=O)c3ccccc3C2=O)cc1
    1	-1.6

Further results follow.
Below each compound – OX1R antag	STK33 kinase inh
31. COc1ccc(NC2CCCN(C(=O)C3(C)CCCCC3)C2)cc1 (stereo not drawn)
    7	-1.7
32. O=C(Nc1ccc(-c2cn3ccsc3n2)cc1)c1ccc(F)c(S(=O)(=O)N2CCOCC2)c1
    31	-2.2
33. CC(=O)N1CCN(C(=O)c2ccc3c(c2)OCCO3)CC1
    7	-2.0
34. O=C(NCc1cccnc1)/C(=N\O)c1ccccc1
    20	-0.4
35. O=[N+]([O-])c1ccc(/C=N/NC(=S)Nc2ccccc2)o1
    18	0.3
36. CCOc1ccc(S(=O)(=O)N2CCOCC2)cc1NC(=O)CSCC(=O)Nc1cccc(C)c1
    18	-0.2
37. CCOC(=O)Nc1ccc2c(c1)N(C(=O)CCN1CCN(C)CC1)c1ccccc1S2
    3	-1.4
38. O=C(c1ccc(Cl)s1)N1CCCC1
    3	-1.7
39. Cn1cnc(S(=O)(=O)Nc2ccc(OC(F)(F)F)cc2)c1
    20	0.8
40. CCOC(=O)c1cc(C#N)c(N2CCN(C(=O)c3ccccc3)CC2)nc1C(F)(F)F
    9	0.4
41. COc1cc(C(=O)OCC(C)=O)c([N+](=O)[O-])cc1OC
    33	0.1
42. CCN(CC)c1ccc(C=Nc2ccccc2C)c(O)c1
    12	0.8
43. Cc1ccc(S(=O)(=O)c2c(C)cc(C)nc2N2CCCC2)cc1
    18	-0.9
44. COC(=O)c1cc(C(=O)OCC(=O)c2ccc[nH]2)cc([N+](=O)[O-])c1
    14	0.3
45. OC(CN1CCN(Cc2ccccc2)CC1)Cn1c2ccccc2c2ccccc21 (stereo not drawn)
    23	-2.0
46. COc1ccccc1C(=O)Nc1ccc(S(=O)(=O)N2CCC(C)CC2)cc1
    16	-0.5
47. Cc1ccc(C)c(-n2c(-c3ccco3)n[nH]c2=S)c1
    5	0.9
48. COc1ccc(-n2ncc(C(C)NS(=O)(=O)c3cccs3)c2C)cc1 (stereo not drawn)
    25	-0.5
49. CC(C)NC(=O)N(C)C[C@H]1Oc2ccc(NS(=O)(=O)c3cccs3)cc2C(=O)N([C@H](C)CO)C[C@@H]1C
    7	-1.1
50. CC(=O)Nc1ccc(NC(=O)c2c(C)nn(Cc3ccccc3)c2Cl)cc1
    9	-1.5
51. CC(C)C(C(=O)Nc1ccc2c(c1)OCO2)N1C(=O)c2ccccc2C1=O (stereo not drawn)
    2	-0.1
52. CCn1cc(CCC(=O)NCCc2ccccc2)c2ccccc21
    14	1.2
53. COC(=O)/C=C/C(=O)N1CCN(c2ccccc2)CC1
    8	-0.8
54. CC(=O)Nc1cccc2c1C(=O)N(c1ccc(OC(C)=O)cc1)C2=O
    33	-1.4
55. CNC(=S)N1CCN(C(=O)c2ccco2)CC1
    19	.
56. Cc1csc(NC(=O)CSc2nnc(-c3ccccc3)o2)n1
    19	-1.8
57. CNC[C@H](CC1CCCCC1)NC[C@H](NCCC1CCCC1)[C@H](C)O
    19	0.1
58. COc1ccc(OC)c(NC(=O)COC(=O)c2c3c(nc4ccccc24)CCCC3)c1
    57*	1.5
59. O=C(COc1cc(F)ccc1[N+](=O)[O-])Nc1ccc(N2CCOCC2)cc1
    10	-0.6
60. CC(C)NC(=O)c1ccc2c(c1)N(CC(=O)N1CCCCC1)C(=O)C(C)(C)O2
    17	0.3
61. COC(=O)CSc1nc(NC#N)nc(NC(C)C)n1
    -1	3.0
62. CCOC(=O)c1sc2nccc(N(C)C)c2c1N=CN(C)C
    35	4.3
63. Cc1ccc(NC(=S)/N=C(\N)Nc2nc(C)c3cc(C)c(C)cc3n2)cc1C
    20	-0.1
64. NS(=O)(=O)c1ccc(CCNc2nc3c(-c4cccc(F)c4)nnn3c3ccccc23)cc1
    -9	-1.2
65. Cn1c(N)c(C(=O)c2ccccc2)c(=O)n(C)c1=O
    15	-2.2
66. COc1ccc(OCC(=O)Nc2ccc3oc(-c4ccncc4)nc3c2)cc1
    13	-0.5
67. COc1ccc(NC(C)=O)cc1S(=O)(=O)Nc1ccc2c(c1)OCCO2
    7	2.5
68. N#CC1=C(N)OC2=C(C(=O)CC(c3ccccc3)C2)C1c1cccnc1 (stereo not drawn)
    21	-0.5
69. CCCNC(=O)N1CCN(S(=O)(=O)c2ccc3c(c2)OCCO3)CC1
    -1	0.4
70. O=C(Cn1ccc(NC(=O)OCc2ccccc2)nc1=O)NCCN1CCOCC1
    -2	0.2
71. C/C(=N\Nc1ccc([N+](=O)[O-])cc1)c1cc2ccccc2o1
    55*	-2.3
72. O=C(NC(NNc1ccc([N+](=O)[O-])cc1)(C(F)(F)F)C(F)(F)F)c1ccc(Cl)cc1
    23	0.4
73. COc1ccc(CCNC(=O)COC(=O)c2cc(S(=O)(=O)N3CCOCC3)ccc2C)cc1OC
    9	-0.7
74. CCOc1ccc2nc(/N=C/c3nc(-c4ccc(Br)cc4)oc3O)sc2c1
    6	5.6
75. CS(=O)(=O)N1N=C(c2cccs2)CC1c1ccc(Cl)o1 (stereo not drawn)
    14	0.4
76. Cc1c(NC(=O)CSc2nnc(C(C)Oc3ccc(Cl)cc3)n2-c2ccccc2)c(=O)n(-c2ccccc2)n1C (stereo not drawn)
    16	-0.7
77. Cc1nnc(-c2cccc(Br)c2)c2cn(-c3ccccc3)nc12
    12	0.2
78. FC(F)(F)c1nnc2ccc(NCn3nnc4ccccc43)nn12
    8	-1.4
79. CCCc1n[nH]c2c1/C(=N\OCC)CC(C)(C)C2
    8	0.6
80. CC/C=C\[C@H](O)[C@H](O)C1=C(C)C(=O)[C@]2(O1)C(=O)N[C@@](OC)(C(=O)c1ccccc1)C2O (stereo partly drawn)
    7	1.9
81. COC(=O)CNc1ccc2c(c1)OCO2
    17	1.5
82. Cc1nc(N2CCN(c3ccccc3)CC2)[nH]c(=O)c1Cc1ccccc1
    12	0.1
83. CCCc1c(C(=O)O)cnn1-c1ccc(Cl)cc1
    4	-0.9
84. C/C(=N\NC(=O)c1ccn(C)n1)c1ccc(NC(=O)C2CCC2)cc1
    .	-1.7
85. COCCNc1nc(-c2ccccc2)nc2ccccc12
    46*	0.4
86. CC(=O)c1ccc(NC(=O)N2CCN(c3ccc(C)cc3)C(C)C2)cc1 (stereo not drawn)
    27	-0.2
87. O=S(=O)([O-])C(c1ccccc1)[n+]1ccccc1 (stereo not drawn)
    18	0.1
88. Cc1cccc(/C=C/c2onc(C)c2S(=O)(=O)N2CCC(C(=O)NC(C)C)CC2)c1
    0	-0.9
89. CCSc1nnc(COc2ccccc2)n1CC
    13	-1.0
90. O=C(CCNC(=O)c1ccccc1Cl)Nc1nccs1
    18	1.2

Continuation.
Below each compound – OX1R antag	STK33 kinase inh
91. COCCN(C(=O)CSc1nnc(Nc2ccccc2F)s1)c1c(N)n(Cc2ccccc2)c(=O)[nH]c1=O
    13	-1.8
92. CCOc1ccc(CCNC(=O)c2ccc3nc(CC)c(CC)nc3c2)cc1
    0	-1.3
93. Cc1nc(Cc2nnc(SCC(=O)N3CCN(c4ccc(O)cc4)CC3)o2)cs1
    10	.
94. COc1cccc(C(=O)N2CCN(S(C)(=O)=O)CC2)c1
    10	-0.9
95. O=C(CCCn1c(SCC(=O)NC2CCCCC2)nc2ccccc2c1=O)NCC1CCCO1 (stereo not drawn)
    11	-0.6
96. O=C(O)c1ccc(Nc2ccc(F)c(F)c2)c([N+](=O)[O-])c1
    27	-1.7
97. Cc1cc(OCC(=O)Nc2ccc(S(=O)(=O)N3CCN(C)CC3)cc2)ccc1Cl
    17	-4.0
98. O=C(Nc1ccccc1)c1ccc(CN2CCc3ccccc3C2)cc1
    18	-2.6
99. COc1ccc(NC(=O)CC2SC(N)=NC2=O)c([N+](=O)[O-])c1 (stereo not drawn)
    37	-2.5
100. COc1ccc(Cc2nc3ccc(C(=O)NC(C)C)cc3o2)cc1
    13	-0.6
101. COc1ccc(-n2c(Cc3cccn3C)nnc2SCC(=O)NCc2ccccc2Cl)cc1
    14	2.2
102. CCOCCCN1C(=O)C(O)=C(C(C)=O)C1c1cccs1 (stereo not drawn)
    9	-0.9
103. O=C(c1cnn(-c2ccccc2)c1-n1cccc1)N1CCN(C2CCCCC2)CC1
    15	-0.5
104. CC1=C(C(=O)Nc2ccccc2)C2(CCCCC2)C(C#N)=C(SCC(N)=O)N1
    21	-0.1
105. NNC(=O)C(Cc1ccc(O)cc1)N1Cc2ccccc2C1=O (stereo not drawn)
    2	0.3
106. CN1CCN(Cc2c(C(=O)N3CCc4ccccc4C3)nc3ccc(Cl)cn23)CC1
    21	-0.4
107. Cc1c(NC(=O)C(C)OC(=O)c2c3c(nc4ccccc24)CCC3)c(=O)n(-c2ccccc2)n1C (stereo not drawn)
    16	.
108. Cc1cc(C(=O)CSc2nnc(N)s2)c(C)n1-c1c(C)n(C)n(-c2ccccc2)c1=O
    9	-0.5
109. CC(=O)N1CCc2c(sc3c2c(=O)n(Cc2ccccc2)c(=O)n3CC(=O)NCC2CCCO2)C1 (stereo not drawn)
    -8	-0.5
